GalR3 antagonist: human GalR3 antagonism; AID 651719; 360,000 compounds, 0.44% hits; O60755; HEK293 GalR3-CNG cAMP membrane potential fluorescence; galR3 body fused to GalR1 C-terminus; inhibition, % at 3 µM;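 active = inhibition above the screen-wide average plus 3 SD, cut at about 13% in these data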;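 also: forskolin and galanin both at EC90 stimulate the cells; cAMP rise reported by CNG channel membrane potential dye signal; 0% = forskolin plus galanin with DMSO and 100% = forskolin alone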
Target sequence (O60755 1-299 limits assumed): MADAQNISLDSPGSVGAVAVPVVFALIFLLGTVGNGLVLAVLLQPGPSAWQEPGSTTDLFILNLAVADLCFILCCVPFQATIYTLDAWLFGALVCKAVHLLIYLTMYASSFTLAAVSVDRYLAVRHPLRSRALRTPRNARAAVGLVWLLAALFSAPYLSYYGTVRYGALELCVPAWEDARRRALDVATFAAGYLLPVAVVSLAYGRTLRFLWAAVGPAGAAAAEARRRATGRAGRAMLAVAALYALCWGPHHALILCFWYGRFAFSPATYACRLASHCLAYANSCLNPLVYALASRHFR
Starred values were filed as active, the others as inactive.

molecule | GalR3 antagonist
COC(=O)C[C@@H]1CC[C@H](NC(=O)Nc2ccc(F)cc2)[C@@H](CO)O1 | -7.0
COc1ccccc1CNc1nc(NCc2ccc(C(C)C)cc2)c2sccc2n1 | -6.0
CC(=O)Nc1ccc(C=NN=C2c3ccccc3-c3ccccc32)cc1 | 1.7
O=C(CCc1ccco1)CCc1ccco1 | -6.5
COc1cc(OC)nc(Nc2nc(C(N)CCc3ccccc3)cs2)n1 (stereo unspecified) | 1.8
C[C@@H]1Cc2[nH][nH]c(=O)c2[C@H](C)O1 | -8.2
C(=C\c1ccccc1)/CN1CCN(C(c2nnnn2C2CCCC2)C2CC2)CC1 (stereo unspecified) | -6.5
O=C1NC[C@@H](CCCCN2CCN(Cc3ccccc3)C(=O)C2=O)N(Cc2ccccc2)C1=O | -6.9
Cc1cccc(C(O)c2ncc(-c3ccccc3)[nH]2)c1C (stereo unspecified) | -4.4
CN1CCN(C(=O)C2Cc3c(-c4cccc(F)c4)ccnc3O2)CC1 (stereo unspecified) | -5.7
CCc1ccccc1NC(=O)CSc1nc2cc(C(=O)NCC3CCCO3)ccc2c(=O)n1CC1CCCO1 (stereo unspecified) | -6.0
CCOc1ccc(-c2noc(-c3csc([C@@H]4O[C@H](CO)[C@H](O)[C@H](O)[C@H]4O)n3)n2)cc1 | 5.4
N#CC1C(=O)Nc2cccnc21 (stereo unspecified) | -4.0
CCN(c1ccc(OC)cc1)S(=O)(=O)N1CCCC(C(=O)NCc2ccc(OC(C)C)cc2)C1 (stereo unspecified) | -4.8
COc1cc(F)ccc1-c1csc(C(O)(c2ccccc2)C(F)(F)F)n1 (stereo unspecified) | -6.4
O=C(CC[C@H]1O[C@@H](n2ccc(=O)[nH]c2=O)[C@H](O)[C@@H]1O)NCCN1CCOCC1 | -4.2
COc1ccccc1CN1C(=O)C(Cc2ccccc2)ON=C1c1ncccc1C (stereo unspecified) | 1.1
CC[C@]12c3[nH]c4cc(CCC(=O)N(C)C)ccc4c3CCN1C(=O)[C@@H](CC(=O)NCCc1ccccn1)C[C@@H]2C(=O)N1CCN(C(=O)C2CC2)CC1 | -5.0
Nc1ccn([C@@H]2O[C@H](CNCc3cccc4c3sc3ccccc34)[C@@H](O)[C@H]2O)c(=O)n1 | -3.7
O=C(O)c1cc(-c2cc(C(=O)O)c3ccccc3n2)ccc1O | -5.2
CC(=O)Nc1cc(-c2ccc(N3CCN(C)CC3)cc2)cn2c(-c3cccc(C(C)=O)c3)cnc12 | -3.4
Cn1cc([C@]2(O)C(=O)Nc3ccc(F)cc32)c2ccccc21 | -1.4
Cc1cc2c(cc1C)NC(C)CC(=O)N2 (stereo unspecified) | -5.0
COc1ccc(C(=O)O)cc1S(=O)(=O)Nc1cc(C(F)(F)F)ccc1N1CCCCC1 | -3.2
O[C@@H]1CN(CC2CCCCC2)[C@@H](c2ccccc2)C[C@H]1n1cc(-c2ccc(F)cc2)nn1 | -6.0
CS(=O)(=O)c1ccc(Nc2nc(C(N)CCc3ccccc3)cs2)cc1 (stereo unspecified) | -4.8
COc1ccc(OC)c(NC(=O)/C=C/c2ccc(S(=O)(=O)N3CCOCC3)cc2)c1 | -3.6
S=C(NCc1ccccn1)NN=Cc1ccccn1 | -8.1
CC(=O)Nc1cc(-c2ccoc2)cn2c(-c3ccccc3)cnc12 | -4.4
Clc1cccc(Cc2c(C3CCCCC3)nc3ccc(Br)cn23)c1 | -7.4

The closing three records of the part before lead into the next.
molecule | GalR3 antagonist
S=C(NCc1ccccn1)NN=Cc1ccccn1 | -8.1
CC(=O)Nc1cc(-c2ccoc2)cn2c(-c3ccccc3)cnc12 | -4.4
Clc1cccc(Cc2c(C3CCCCC3)nc3ccc(Br)cn23)c1 | -7.4
CC1(C(=O)Nc2cnc3ccccc3c2)CCN1Cc1ccc2ccccc2c1 (stereo unspecified) | -4.9
COc1cc(/C=N/NC(=O)c2ccc3nc[nH]c3c2)cc(OC)c1OC(C)=O | -3.4
O=C(COC(=O)c1cnc(Cl)c(Cl)c1)NC1CCCC1 | -3.5
CC(C)NC(=O)C1C(c2ccccc2)=Nc2ccccc2N1C(=O)c1ccc(C(F)(F)F)cc1 (stereo unspecified) | -5.9
Cc1ccccc1CN1C(=O)c2ccccc2C1c1nnnn1-c1ccc2c(c1)OCCO2 (stereo unspecified) | -6.3
O=c1[nH]c2cnn(-c3ccccc3)c2c(=O)n1O | -2.4
COC(=O)C1=C(C)N(Cc2cccc(C(F)(F)F)c2)C(=NCc2cccc(C(F)(F)F)c2)NC1c1ccccc1C(F)(F)F (stereo unspecified) | -1.2
O=C(c1ccco1)N1CCN(C2CN(Cc3cn(Cc4ccccc4C(F)(F)F)nn3)S(=O)(=O)C2)CC1 (stereo unspecified) | -5.4
COc1cccc(C(=O)N2CCC[C@H]2C(=O)N2CCC[C@H]2C(=O)NCc2ccncc2)c1 | -3.3
COc1ccc(C(=O)NNC(=O)c2cccc3ccccc23)cc1 | -2.8
CCCNC(=O)C1(C)CCN(C(=O)c2ccc(C)c(F)c2)C1 (stereo unspecified) | -7.4
COC(=O)c1ccc2nc(-c3ccc(C)cc3)c(Cc3cccc(Cl)c3)n2c1 | -9.3
O=C1NC(=S)NC1=Cc1ccco1 | 1.2
Cc1noc(C)c1-c1ccc(C(=O)NCCN2CCOCC2)c2occc12 | 3.3
O=C(c1[nH]c(C(F)(F)F)nc1-c1ccccc1)N1CCCN(Cc2ccc(F)cc2)CC1 | -6.5
CCN(CC)CCNC(=O)c1ccc(NCN2C(=O)NC(c3ccccc3)(c3ccccc3)C2=O)cc1 | -5.5
Cc1cccc(C(=O)Nc2ccc(C(=O)c3ccncc3)cc2)c1 | -6.1
Cc1cccc(C)c1NC(=O)CNC(=O)c1ccc(N2CCOCC2)c([N+](=O)[O-])c1 | -0.5
COc1cc(C(=O)NC(CCSC)C(=O)Nc2ccc(N3CCOCC3)cc2)cc(OC)c1OC (stereo unspecified) | -2.8
N#CC1(Nc2ccc(C(=O)O)cc2)CCCC1 | -4.1
CCOC1=C2[C@@H](CN(S(=O)(=O)c3ccc(C)cc3)[C@H]2c2cccc3ccccc23)[C@H]2C(=O)N(Cc3ccccc3)C(=O)[C@H]2C1 | -5.0
COCCN(C(=O)COC(=O)c1ccc(-c2ccccc2)cc1)c1c(N)n(Cc2ccccc2)c(=O)[nH]c1=O | -5.2
CC(C)(C)C(=O)c1c(N)[nH]c(C(=O)c2ccccc2)c1-c1ccc([N+](=O)[O-])cc1 | 0.9
CN(C(=O)[C@H]1O[C@@H](n2cnc3c(=O)[nH]c(N)nc32)[C@H](O)[C@@H]1O)C1CCCCC1 | -6.4
COc1ccc(Cl)cc1NC(=O)CN(C)C(=O)CN1C(=O)NC(C)(c2ccc3ccccc3c2)C1=O (stereo unspecified) | -5.7
COc1cc2oc(=O)cc(-c3ccc(-c4ccc(C#N)cc4)cc3)c2c(OC)c1OC | -5.5
O=C1CCCCCC(=O)[C@H](O)C[C@H](c2ccccc2)O1 | -4.8
O=C(CCC(=O)OCCOc1ccccc1)OCCOc1ccccc1 | -7.0
C[C@@H]1CN([C@@H](C)CO)C(=O)c2cc(-c3ccncc3)cnc2O[C@H]1CN(C)C(=O)c1cccc(F)c1 | -6.4
CC(=O)Nc1ccc(N=Nc2ccccc2)cc1[N+](=O)[O-] | -5.2
OC(c1ccc(CN2CCCCC2)cc1)c1ncc(-c2ccccc2)[nH]1 (stereo unspecified) | -3.1
O=C(O)C(c1ccccc1)C(O)C1CCCC1 (stereo unspecified) | -2.6
O=C1C(=Cc2ccc(Cl)cc2)Cc2ccccc21 | -5.8
COc1cc(C(=O)N2CCN(S(=O)(=O)c3ccc(C)cc3)CC2)ccc1OCC(=O)N1CCOCC1 | -3.3
CN(Cc1ccccc1)C(=O)[C@@H]1CCCN1C(=O)[C@@H]1CCCN1C(=O)c1cccc2ccccc12 | -2.6
COC(=O)C1=C(C)N(C)C(=NCc2ccccc2)NC1CCc1ccccc1 (stereo unspecified) | -4.9
CN(Cc1c(F)cccc1Cl)C(=O)c1cccc(S(=O)(=O)N2CCN(Cc3ccccc3)CC2)c1 | -3.9
Cc1cncc(N2CCN(c3ccccn3)CC2)n1 | -0.3
O=C1OCCN1C(=O)[C@H]1[C@H](c2ccc(Cl)cc2)C(c2cccc(Cl)c2)=NN1c1ccc(Br)cc1 | -4.0
Cc1c(C(=O)NCc2cccc(C(F)(F)F)c2)sc(=O)n1Cc1ccc(C(=O)N(C)C)cc1 | -2.8
CC(C)Cn1c(N)c(C(=O)CSc2nnc(C3CC3)n2C2CC2)c(=O)n(C)c1=O | -3.8
COc1ccc(-c2ccc(-c3cc(=O)oc4c(C(C)C)ccc(C)c34)cc2)cc1 | 22.5*
COc1ccc(NC(=O)C[C@H]2C(=O)N(C3CCCCC3)C[C@@H]2C)cc1 | -6.2
COc1cc(C(=O)Nc2cc(S(=O)(=O)N3CCOCC3)ccc2N2CCOCC2)ccc1OC(F)F | -1.8
CC(C)C[C@H]1CN([C@@H](Cc2ccccc2)CN2CCC[C@H]2CN2C(=O)C(=O)NC[C@@H]2Cc2ccccc2)C(=O)C(=O)N1CCc1ccccc1 | -3.1
N#Cc1ccc(C(=O)NN2C(=O)NC3(CCCCC3)C2=O)cc1 | 3.1
COc1cc(OC)c(OC)cc1CNC(=O)c1cc(S(=O)(=O)N(C)c2ccccc2OC)ccc1C | 4.5
C[C@H](CO)N1C[C@H](C)[C@@H](CN(C)C(=O)C2CCCCC2)OCc2cn(nn2)CCCC1=O | -5.7
Cc1ccc(C(=O)N2[C@@H]3CN(C)C(=O)[C@@]2(Cc2ccccc2)[C@H]2C(=O)N(Cc4ccccc4)C(=O)[C@@H]32)cc1 | -0.9
O=C([C@H]1O[C@@H](n2ccc(=O)[nH]c2=O)[C@H](O)[C@@H]1O)N1CCN(Cc2ccccn2)CC1 | -4.6
COc1cccc(Cn2cnc(-c3ccccc3OC)c2C2CC2)c1 | -6.8
C[C@@H]1CN([C@@H](C)CO)C(=O)CCCn2nncc2CO[C@@H]1CN(C)S(C)(=O)=O | -6.9
O=S1(=O)CC(N2CCCC2)CN1C1CCCC1 (stereo unspecified) | -3.5
CC(=O)OC[C@@H]1CN(Cc2ccccc2)C[C@H](n2cnc3c(NC(C)C)ncnc32)O1 | -4.0
CC(C)(C)NC(=O)C(c1ccnc2ccccc12)n1c(=O)c(-c2ccccc2)nc2ccccc21 (stereo unspecified) | -4.2
FC(F)(F)c1ccccc1Cc1c(-c2ccco2)nc2ccc(Cl)cn12 | 5.0
C[C@H](CO)N1C[C@H](C)[C@@H](CN(C)S(=O)(=O)c2ccc(-n3cccn3)cc2)OCc2cn(nn2)CCCC1=O | -7.3
CC(=O)CC[N+](C)(C)C | -4.8
O=C(Nc1ccc2c(c1)OCCO2)C(c1ccncc1)n1c(=O)c(-c2ccco2)nc2ccccc21 (stereo unspecified) | -5.7
CC(C)(C)c1ccc(CC(=O)N2CCC2(C)C(=O)O)cc1 (stereo unspecified) | -4.1

(further entries)
molecule | GalR3 antagonist
CCCCC1CC2=C(C(=O)OC(C)(C)O2)C(c2ccc(Cl)cc2)O1 (stereo unspecified) | -7.0
CN1CCN(C(=O)C(=O)c2cn(CC(=O)N3CCCCCC3)c3ccccc23)CC1 | -5.2
Oc1ccc(C[C@H]2CNC(=S)N2CC2CCCN2C[C@H](Cc2ccccc2)N2C[C@H](Cc3ccc(O)cc3)N(CCc3ccccc3)C2=S)cc1 (stereo partly specified) | -5.0
CC(C)c1nc2sc3c(SCCN(C)C)ncnc3c2c2c1CCC2 | 4.8
CCOc1ccccc1C=C1SC(=S)N(CC)C1=O | -3.0
OCC[C@@H]1C[C@H](O)[C@@H](O)[C@@]2(OCc3cc(C(F)(F)F)ccc32)O1 | -5.5
O=C(Nc1ccccc1)c1cc(C2CCCCN2C(=O)c2cccs2)on1 (stereo unspecified) | -8.3
C#Cc1cccc(Nc2nc(NCCOC)nc3ccsc23)c1 | -5.7
COc1ccc(NS(=O)(=O)c2ccc(C)c(C(=O)NCCCn3ccnc3)c2)cc1 | -2.2
O=C1NC[C@H](CCCCN2C[C@H](Cc3ccc(O)cc3)N(CCc3ccccc3)C(=O)C2=O)N(CCc2ccc(O)cc2)C1=O | 0.4
CC1Cc2ccccc2N1C(=O)COC(=O)c1ccco1 (stereo unspecified) | -3.4
C[C@@H]1CN([C@@H](C)CO)C(=O)c2cc(C#CC(C)(C)O)cnc2O[C@@H]1CN(C)C(=O)c1ccccc1F | -7.5
CCCCN(C=O)c1c(CC)nc2ccc(C(=O)N3CCN(C(=O)c4ccco4)CC3)cn12 | -5.5
COc1ccccc1NC(=O)COC(=O)Cn1c(C)csc1=O | -2.5
O=C1C(=Cc2cccc(Cl)c2)CCc2ccccc21 | -7.1
CCOC(=O)c1c[nH]n2c(=S)ncnc12 | -1.7
Cc1ccc(S(=O)(=O)CCC(=O)OCCOc2ccc(Br)cc2)cc1 | -5.5
CCN1C[C@@H]2[C@@H]3C(=O)N(Cc4ccccc4)C(=O)[C@@H]3[C@](Cc3ccccc3)(C1=O)N2C(=O)c1ccccc1 | -4.1
COc1ccc(CCC2=NCCN2C(CC(C)C)c2nc3ccccc3[nH]2)cc1 (stereo unspecified) | -9.3
CC(C)NC(=O)C1(C)CN(S(C)(=O)=O)CC(=O)N1Cc1cccs1 (stereo unspecified) | -7.2
COCCNc1ncnc2c1ncn2[C@H]1CN(Cc2ccncc2)C[C@@H](CO)O1 | -4.5
COc1ccc(CCN2C(=O)c3ccccc3C2c2nnnn2C(C)C)cc1OC (stereo unspecified) | -3.0
CC1=C(C(=O)N2CCCCCC2)CC(CC(=O)NCc2cccc3ccccc23)C(=O)N1CCC1=CCCCC1 (stereo unspecified) | -8.3

Screening data (PubChem BioAssay)

Only part of the results is shown, so the mix of outcomes need not match the whole.
